# IDE inh = cellular human IDE inhibition | P14735 | HEK cells, FAbetaB cleavage, fluorescence polarization | inhibition, % at 5.59 µM | actives 0.41% (n = 320,000);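 active = percent inhibition above the average of all tested compounds plus 3 SD, set per screening campaign, cut at about 16% in these data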;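 note: IDE supplied by intact live HEK cells; FP after avidin binding of uncleaved biotin substrate so inhibition keeps polarization high; 0% = DMSO wells and 100% = 60 µM reference IDE inhibitor Ii1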
# CRFBP-R2 block = CRF-BP/CRF-R2 complex antagonism; HEK293 CRF-R2/CRF-BP, CRF-induced calcium fluorescence; inhibition, % at 11.8 µM; actives 0.59% (n = 350,000);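 active = inhibition of the ligand-induced calcium signal above about 50% at the single tested concentration, limit read from the data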
# GalR3 antag = human GalR3 antagonism | actives 0.44% (n = 360,000) | O60755 | HEK293 GalR3-CNG cAMP membrane potential fluorescence; galR3 body fused to GalR1 C-terminus | inhibition, % at 3 µM;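 active = inhibition above the screen-wide average plus 3 SD, cut at about 13% in these data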;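 note: forskolin and galanin both at EC90 stimulate the cells; cAMP rise reported by CNG channel membrane potential dye signal; 0% = forskolin plus galanin with DMSO and 100% = forskolin alone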
# Target sequence (O60755 1-299 limits assumed): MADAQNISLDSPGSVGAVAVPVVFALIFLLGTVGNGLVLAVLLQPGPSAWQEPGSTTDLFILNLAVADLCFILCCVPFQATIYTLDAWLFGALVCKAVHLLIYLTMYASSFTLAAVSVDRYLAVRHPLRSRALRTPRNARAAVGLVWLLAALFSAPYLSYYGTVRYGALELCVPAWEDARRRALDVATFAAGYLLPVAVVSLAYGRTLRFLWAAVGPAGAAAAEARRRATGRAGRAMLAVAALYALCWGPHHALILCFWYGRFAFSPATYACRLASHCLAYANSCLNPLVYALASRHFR
# IDE cell activ = IDE (human) activation, cell-based; P14735; HEK cells, FAbeta-B cleavage, fluorescence polarization; 0% vehicle, 100% cell-free pure enzyme wells; activation, % at 5.96 µM; actives 0.073% (n = 340,000); AID 493087;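 active = activation above the mean of all tested compounds plus 3 SD, set per screening campaign, cut at about 17% in these data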
# An asterisk follows results filed as active; x = not tested or not shown.
SMILES,IDE inh,CRFBP-R2 block,GalR3 antag,IDE cell activ
O=C(Nc1cc(Cl)ncn1)c1ccccc1,4,7,1,x
CCc1ccccc1NC(=O)C1CCCC1,2,25,-3,x
CC(=O)C12CC(C)=C(C)CC1CC1C3CCC4=CC(=O)CCC4(C)C3CCC12C (configuration not stated),-7,-13,8,x
Cn1c(=O)c2c(nc(/C=C/c3cccc(Cl)c3)n2C)n(C)c1=O,3,-9,-3,x
c1ccc2[nH]c(-c3ccc4c(c3)OCO4)nc2c1,8,-3,-1,x
CC1C(=O)C(C)C(c2ccc(Cl)cc2)NC1c1ccc(Cl)cc1 (configuration not stated),2,-1,-8,x
Cc1cc(C)cc(NS(=O)(=O)c2ccc(NC(=O)c3ccccc3C(=O)O)cc2)c1,-2,-3,-9,x
O=c1c2ccccc2c(=O)n(-c2ccccc2)n1CCCCBr,5,6,-1,x
CCOc1ccc(NC(=S)NS(=O)(=O)c2cc(Br)ccc2OCC)cc1,4,9,-5,x
CC1(C)C[C@@H](O)CC2(C1)C[C@]1(C)CC(O)[C@H]2C(C)(C)C1 (some centres not stated),-4,-25,-7,x
CCOc1ccccc1/C=C(\C#N)C(=O)NC1CC1,5,-32,-7,x
CC(=O)/C(=N\Nc1ccccc1)Oc1ccc(Br)cc1,1,-21,-7,x
CSc1nccc(Oc2ccccc2Cl)n1,2,17,1,x
CCOC(=O)c1ccc(NC(=O)C2CC3CCC2C3)cc1 (configuration not stated),1,-9,0,x
COc1ccc(OC)c(NC(=O)Nc2ccc3[nH]ccc3c2)c1,1,1,-5,x
NN=C(c1ccccc1)c1ccccc1,3,7,-8,x
Cc1ccc[n+](CC(=O)c2ccc(NC(=O)c3ccccc3)cc2)c1C,1,2,-3,x
OC(c1ccccc1)C(O)c1ccccc1 (configuration not stated),1,-5,0,x
Cc1c(C)n(Cc2ccccc2)c2ccc(C(=O)O)cc12,2,-3,-4,x
Cc1cc(C(=O)Nc2ccc3c(c2)CCC3)ccc1[N+](=O)[O-],10,26,1,x
O=C1c2ccccc2S(=O)(=O)c2cc(N3CCN(C(=O)c4ccccc4)CC3)ccc21,-3,-10,-5,x
COc1ccc(OC)c(C(=O)c2c(C)oc3cc(Br)c(O)c(CN(C)C)c23)c1,-2,10,1,x
COc1ccc(NCC(=O)NN=C2CCS(=O)(=O)c3ccc(F)cc32)cc1,0,9,-6,x
CN(c1ccccc1C(=O)Nc1ccc2ccccc2c1)S(C)(=O)=O,7,7,-1,x
COc1ccc(C(=O)CC(=O)c2ccc(F)cc2)cc1,-8,-4,-3,x
O=C(O)c1ccccc1N(c1ccccc1)c1ccccc1,-2,18,-6,x
COc1cc(C2C(C(=O)c3cccs3)=C(O)C(=O)N2CCN2CCOCC2)ccc1OCCC(C)C (configuration not stated),3,-2,-3,x
CN=C1S/C(=C\c2cccc(Cl)c2Cl)C(=O)N1C,9,6,-2,x
NC(=O)C1CCN(c2nc(-c3ccccc3Br)cs2)CC1,3,-4,-3,x
O=C1c2cccc3cccc(c23)C(=O)N1CCCn1ccnc1,-2,-5,5,x
CC(=O)NCCc1c[nH]c2ccc(OCc3ccccc3)cc12,8,-6,0,x
COc1ccccc1NC(=O)C1CC(C(C)C)OC1=O (configuration not stated),0,7,-3,x
Cc1ccc(C(=O)Nc2cccc(NC(=O)c3ccc(C)cc3)n2)cc1,13,-10,-3,x
CC(=O)Nc1ccc(NC(=S)NC(=O)c2ccc(-c3ccccc3)cc2)cc1,1,-15,2,x
CCOC(=O)c1ccccc1NC(=O)c1c(N)n(C)c(=O)[nH]c1=O,3,0,10,x
O=[N+]([O-])c1ccc(-c2cn3c(n2)SCC3)cc1,0,5,-2,x
COc1ccc(-c2oc3ccc(-c4cc(OC)c(OC)c(OC)c4)cc3c2-c2ccc(OC)cc2)cc1,1,6,-2,x
COc1ccc(C(=O)Nc2ccc(S(=O)(=O)N3CCOCC3)cc2)cc1,7,1,-4,x
COc1ccc(-c2cc(C(=O)N/N=C/c3cc(OC)c(OC)cc3OC)c3ccccc3n2)cc1,-2,16,-2,x
O=C(COc1ccc(Br)cc1)NN1C(=O)c2ccccc2C1=O,2,-4,-3,x
CCOC(=O)c1cccc(OS(=O)(=O)Cc2ccccc2)c1,0,0,-1,x
O=C(NN1CCOCC1)c1cccc(Br)c1,2,3,-4,x
CC(C)NC(=S)NNc1ncnc2sc3c(c12)CC(C)(C)OC3,-2,20,3,x
Cc1ccc(C(=O)NC(C)C2CC3CCC2C3)cc1 (configuration not stated),0,5,-6,x
O=C(Cc1ccc(Cl)cc1)NCCc1ccc(F)cc1,-4,9,-5,x
COc1ccccc1NC(=S)NC(=O)Cc1ccccc1,1,-6,-4,x
O=C(Nc1ccc(F)cc1)Nc1cccc(Br)c1,14,9,-5,x
CN(C)/C=C1\C(=O)Oc2ccccc2C1=O,0,15,-6,x
CCCc1c(O)nc(SC2CC(=O)N(c3ccc(C)c(Cl)c3)C2=O)[nH]c1=O (configuration not stated),14,-1,-7,x
CN(C)C(=O)c1cccc(-c2csc(N3CCC(C(N)=O)CC3)n2)c1,-3,-2,1,x
CC(=O)Oc1c(Cl)cc(N(C(C)=O)S(=O)(=O)c2ccccc2)c2ccccc12,5,-12,-2,x
CN(C(=O)/C=C/c1ccccc1)C1CCCCC1,-3,-4,-1,x
O=C(OCCN1CCOCC1)C1(c2ccccc2)CCCCC1,4,-9,-3,x
CC1=NNC(=O)C1Cc1ccccc1 (configuration not stated),-1,-1,-1,x
CN(C(=O)/C=C/c1ccc(F)cc1)C1CCCCC1,-4,-9,-1,x
Cc1noc(NS(=O)(=O)c2ccc(NC(=O)C(F)(F)C(F)(F)C(F)(F)F)cc2)c1C,7,-8,-1,x
Cc1ccc(C(=O)NC(=S)NCc2ccccc2)cc1Br,-1,-17,-5,x
OC(COc1ccc(OCC(O)CN2CCN(Cc3ccccc3)CC2)cc1)CN1CCN(Cc2ccccc2)CC1 (configuration not stated),-1,-2,0,x
Nc1ccc(-c2cnc3ccccc3n2)cc1,0,6,-4,x
Cc1cc(C)nc(NC(=S)NC(=O)c2ccccc2F)n1,1,-1,-1,x

# Remaining list, next part
SMILES,IDE inh,CRFBP-R2 block,GalR3 antag,IDE cell activ
O=C1CCCC(O)=C1Sc1cc(Cl)c(Cl)cc1Cl,-2,-7,-7,x
C#CCNC(=O)C1=C[C@H](c2ccc3c(c2)OCO3)C[C@H](OCCCCO)O1,-1,5,-7,x
COc1ccc(C2=CSC3=NCCN23)cc1Br,-1,0,-3,x
COc1ccc(C2Nc3ccccc3C(=O)N2Cc2ccccc2)cc1OC (configuration not stated),4,-12,-3,x
Cc1ccc(S(=O)(=O)NC2CC3CCC2C3)cc1 (configuration not stated),5,-2,-4,x
Cc1c(C(=O)Nc2ccccc2)c2ccc(C(F)(F)F)cc2n1O,1,21,-4,x
CC(CCc1ccccc1)NC(=O)CCC1CCCC1 (configuration not stated),3,-1,-8,x
COC(=O)C1=C(COc2ccccc2)NC(=O)NC1c1ccc2ccccc2c1 (configuration not stated),8,-3,-5,x
CN(C)c1ccc(CNCc2cccnc2)cc1,-2,15,-3,x
CCCCNc1ccc(C(F)(F)F)cc1S(=O)(=O)NCCc1ccc(F)cc1,x,-8,-4,4
Cc1cn(CC(=O)NCc2ccc(N(C)C)cc2)c(=O)[nH]c1=O,x,3,-7,3
CCOC(=O)CC1=NN(c2ccccc2)C(=O)C1=c1sc(=C2SC(C)=C(C)N2CC)c(=O)n1CC,x,-6,-1,1
CCN(CC)c1ccc(S(=O)(=O)N2CCOCC2)cc1NC(=O)COC(=O)/C=C/c1ccc(O)c(OC)c1,x,8,0,6
CC(C)(C)c1ccc(C(=O)NCC(=O)NCC(C)(C)N2CCOCC2)cc1,x,3,0,2
NC(N)=Nc1ccc(C=C2C=Cc3ccccc32)cc1,x,-29,-4,3
Cc1ccc(NC(=O)CSCC(=O)N(CCC(C)C)c2c(N)n(Cc3ccccc3)c(=O)[nH]c2=O)cc1,x,-10,-4,6
O=C(Nc1cc(-c2ccccc2)cs1)c1ccco1,x,26,-7,1
COc1cccc(C2c3cc4c(cc3OC(N3CCCC3)C2C)OCO4)c1O (configuration not stated),x,30,-8,-2
O=C1OC[C@H]2CCCC[C@@H](CO)ON12,x,-1,-5,2
CCN1C[C@@H]2[C@@H]3C(=O)N(Cc4ccccc4)C(=O)[C@@H]3[C@](Cc3ccccc3)(C1=O)N2C(=O)c1ccc(Cl)c(Cl)c1,x,-8,-7,0
CCCCN1CCC(CN2C(=O)C(=O)NC[C@@H]2Cc2ccccc2)CC1,x,7,0,-2
O=C(NCCC(=O)N1CCN(c2ccc(F)cc2)CC1)c1ccco1,x,7,-5,1
COc1ccc(NC(=O)CN(C)C(=O)c2ccc(S(=O)(=O)Nc3ccccc3C)cc2)cc1,x,0,-3,1
COc1ccc2ccccc2c1C1NC(=O)c2ccccc2N1 (configuration not stated),x,10,-4,3
COc1cccc(CN(C)C(=O)COc2cccc3c2OC(C)(C)C3)c1OC,x,24,1,5
CC(CCCN1CCCC1)Nc1ccnc2cc(Cl)ccc12 (configuration not stated),x,4,-5,3
O=C(CN1CCN(C(=O)c2ccc(-c3nc4ccccc4s3)o2)CC1)Nc1ccccc1Cl,x,18,-5,5
S=C(NCCc1ccccc1)N1CCN(C(=S)NCCc2ccccc2)CC1,x,-4,0,-1
CN(C(=O)c1ccc(NC(=O)Cc2ccc(NC(=O)C3CCN(C(=O)C4CCCCC4)CC3)cc2)cc1)C1CCCC1,x,6,-6,4
COC(=O)C1=C(C(=O)OC)[C@]2([C@H]3CC=CCN[C@@H](Cc4ccccc4)C(=O)N3Cc3ccccc3)C=C[C@H]1O2,x,7,-9,1
Cc1ccc(S(=O)(=O)N2CCC(C(=O)N3CCCCCCC3)CC2)cc1,x,-8,1,4
CCN(CC)S(=O)(=O)c1cccc(NC(=O)CN2C(=O)NC3(CCOc4ccccc43)C2=O)c1 (configuration not stated),x,4,-1,-4
Cc1ccc(S(=O)(=O)NCC(=O)OCC(=O)NCc2ccc3c(c2)OCO3)cc1,x,-2,-4,4
COCCN1C(=O)C(C(=O)OC)CC2=C1CC(C)(C)CC2=O (configuration not stated),x,10,-2,6
CC(C)C[C@H]1CNC(=S)N1CC1CCCN1C[C@H](Cc1ccc(O)cc1)N1C[C@H](Cc2ccccc2)N(CC2CCCCC2)C1=S (some centres not stated),x,1,0,0
CC(C)c1ccc(N(CC(=O)NCCCN2CCOCC2)S(=O)(=O)c2ccccc2)cc1,x,-2,-2,-7
CC(=O)C1(O)CCC2C3CCC4CC(=O)CCC4(C)C3C(=O)CC21C (configuration not stated),x,4,-5,1
CCCCn1cnc2c(SCc3cccc(F)c3)nc(N)nc21,x,25,-3,2

# Given with values under each structure: part of the list above
# Values in the order – IDE inh	CRFBP-R2 block	GalR3 antag	IDE cell activ
> O=C(Nc1cc(-c2ccccc2)cs1)c1ccco1
  x	26	-7	1
> COc1cccc(C2c3cc4c(cc3OC(N3CCCC3)C2C)OCO4)c1O (configuration not stated)
  x	30	-8	-2
> O=C1OC[C@H]2CCCC[C@@H](CO)ON12
  x	-1	-5	2
> CCN1C[C@@H]2[C@@H]3C(=O)N(Cc4ccccc4)C(=O)[C@@H]3[C@](Cc3ccccc3)(C1=O)N2C(=O)c1ccc(Cl)c(Cl)c1
  x	-8	-7	0
> CCCCN1CCC(CN2C(=O)C(=O)NC[C@@H]2Cc2ccccc2)CC1
  x	7	0	-2
> O=C(NCCC(=O)N1CCN(c2ccc(F)cc2)CC1)c1ccco1
  x	7	-5	1
> COc1ccc(NC(=O)CN(C)C(=O)c2ccc(S(=O)(=O)Nc3ccccc3C)cc2)cc1
  x	0	-3	1
> COc1ccc2ccccc2c1C1NC(=O)c2ccccc2N1 (configuration not stated)
  x	10	-4	3
> COc1cccc(CN(C)C(=O)COc2cccc3c2OC(C)(C)C3)c1OC
  x	24	1	5
> CC(CCCN1CCCC1)Nc1ccnc2cc(Cl)ccc12 (configuration not stated)
  x	4	-5	3
> O=C(CN1CCN(C(=O)c2ccc(-c3nc4ccccc4s3)o2)CC1)Nc1ccccc1Cl
  x	18	-5	5
> S=C(NCCc1ccccc1)N1CCN(C(=S)NCCc2ccccc2)CC1
  x	-4	0	-1
> CN(C(=O)c1ccc(NC(=O)Cc2ccc(NC(=O)C3CCN(C(=O)C4CCCCC4)CC3)cc2)cc1)C1CCCC1
  x	6	-6	4
> COC(=O)C1=C(C(=O)OC)[C@]2([C@H]3CC=CCN[C@@H](Cc4ccccc4)C(=O)N3Cc3ccccc3)C=C[C@H]1O2
  x	7	-9	1
> Cc1ccc(S(=O)(=O)N2CCC(C(=O)N3CCCCCCC3)CC2)cc1
  x	-8	1	4
> CCN(CC)S(=O)(=O)c1cccc(NC(=O)CN2C(=O)NC3(CCOc4ccccc43)C2=O)c1 (configuration not stated)
  x	4	-1	-4
> Cc1ccc(S(=O)(=O)NCC(=O)OCC(=O)NCc2ccc3c(c2)OCO3)cc1
  x	-2	-4	4
> COCCN1C(=O)C(C(=O)OC)CC2=C1CC(C)(C)CC2=O (configuration not stated)
  x	10	-2	6
> CC(C)C[C@H]1CNC(=S)N1CC1CCCN1C[C@H](Cc1ccc(O)cc1)N1C[C@H](Cc2ccccc2)N(CC2CCCCC2)C1=S (some centres not stated)
  x	1	0	0

# Not all compounds are listed; the hit share may differ from the screen's.
